# Compound activity as filed in PubChem.
# Lung fibro prol = blocks proliferation of human lung fibroblasts; 1.1% of 85,000 active; LL 47 human lung fibroblast viability, ATP luminescence; stronger effect = lower value; AID 719; viability, % at 10 µM;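 active = viability at or below 50% in the single dose screen; inactive = viability above 50%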;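 also: compound exposure lasted 72 h before the ATP readout; 100% = median luminescence of untreated cell-only wells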
#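 material = human LL 47 lung fibroblast cells | dosing = compounds added from tenfold dosing solution, 0.1% DMSO final | timing = overnight cell rest, 72 h compound treatment at 37 °C | measured by = CellTiter-Glo luminescence measuring cellular ATP | evaluation = % viability versus median cells-only luminescence | control set = cell-only wells, no compound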
# ERb coact inh = blocks coactivator binding to human estrogen receptor beta; Q92731; TR-FRET ER-beta LBD / SRC1-Cy5 peptide binding; receptor agonist-loaded with 1 µM estradiol; inhibition, % at 25.6 µM; 1.3% of 86,000 active; AID 633;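 active = compounds whose percent inhibition of the receptor-coactivator binding signal exceeds about 50% in the single-dose screen, limit read from the data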;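 also: 0% = receptor plus peptide wells without compound and 100% = peptide-only wells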
# Target sequence (Q92731 whole entry, looked up, the tested form may be a part): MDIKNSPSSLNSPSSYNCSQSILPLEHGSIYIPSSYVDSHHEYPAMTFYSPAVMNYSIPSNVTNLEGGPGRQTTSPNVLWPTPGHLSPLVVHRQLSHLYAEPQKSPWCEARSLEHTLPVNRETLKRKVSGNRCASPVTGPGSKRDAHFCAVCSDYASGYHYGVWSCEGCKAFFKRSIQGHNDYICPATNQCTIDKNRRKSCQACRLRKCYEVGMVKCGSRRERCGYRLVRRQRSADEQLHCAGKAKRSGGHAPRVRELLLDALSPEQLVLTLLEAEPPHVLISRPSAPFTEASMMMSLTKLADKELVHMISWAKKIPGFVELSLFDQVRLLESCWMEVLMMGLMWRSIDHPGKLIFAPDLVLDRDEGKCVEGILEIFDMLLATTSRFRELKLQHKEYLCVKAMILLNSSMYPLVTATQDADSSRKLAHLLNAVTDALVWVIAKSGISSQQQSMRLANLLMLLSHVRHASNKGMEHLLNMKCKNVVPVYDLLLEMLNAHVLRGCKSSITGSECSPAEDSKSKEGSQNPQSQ
# H69AR inhibit = growth inhibitors of human H69AR lung tumor cells; H69AR lung tumor viability, ATP luminescence, 72 h; stronger effect = lower value; viability, % at 10 µM; 6% of 85,000 active; AID 598;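 active = viability at or below 40%; inactive = viability above 40%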;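 also: multidrug resistant small cell line overexpressing MRP-1 efflux transporter; 100% = mean luminescence of untreated control wells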
# ERa coact pot = ER-alpha (human) coactivator binding potentiation; 1.3% of 86,000 active; P03372; coactivator binding (% of control), % at 25.6 µM; TR-FRET ERalpha-LBD/SRC-Cy5 coactivator binding, 2 h; 100 = basal binding, no effect; in the data active = activity above about 200%;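 also: binding measured in presence of low estradiol as agonist stimulus; 0% = peptide alone without receptor and 100% = receptor with peptide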
# Smad3 FoxH1 inh = Smad3 (human) transcription factor binding inhibition; 0.29% of 88,000 active; AID 630; P84022; TR-FRET Smad3/Dy647-FoxH1 peptide binding, europium anti-His; inhibition, % at 25 µM;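 active = compounds that reduce the energy-transfer binding signal between the protein and its labelled peptide by more than half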;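 also: 0% = Smad3 plus labelled peptide maximal FRET and 100% = peptide-only background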
# Target sequence (P84022 whole entry, looked up): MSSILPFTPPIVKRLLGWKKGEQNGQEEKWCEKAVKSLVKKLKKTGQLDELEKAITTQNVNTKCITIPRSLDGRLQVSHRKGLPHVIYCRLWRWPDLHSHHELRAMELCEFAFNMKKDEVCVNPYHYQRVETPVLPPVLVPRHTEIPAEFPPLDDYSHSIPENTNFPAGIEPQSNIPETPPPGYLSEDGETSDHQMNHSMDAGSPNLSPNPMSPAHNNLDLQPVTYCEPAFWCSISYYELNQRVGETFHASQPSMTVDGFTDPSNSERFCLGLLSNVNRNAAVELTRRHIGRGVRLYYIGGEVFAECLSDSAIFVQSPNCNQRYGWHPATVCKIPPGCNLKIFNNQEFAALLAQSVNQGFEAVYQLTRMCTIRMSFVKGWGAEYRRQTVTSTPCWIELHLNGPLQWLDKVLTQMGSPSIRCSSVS
# MT1-MMP txn act = activates MT1-MMP transcription. HT1080 MT1-MMP promoter luciferase reporter, luminescence, overnight; stronger effect = higher value. activation factor at 10 µM. 0.16% of 86,000 active. AID 750;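 active = activation factor of at least 2 for MT1-MMP transcription at 10 µM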
# Mac1 fbg enh = enhancers of human CD11b/CD18 binding to fibrinogen | K562 CD11b/CD18 adhesion to fibrinogen, ATPlite luminescence | activation, % at 10 µM | 0.07% of 93,000 active;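 active = 10 µM primary screen giving 50% or more activity, confirmed by 40% or more on retest at that dose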; also: strong numbers were not always called active
# HUVEC prolif 384 = human endothelial cell proliferation inhibition; HUVEC proliferation, CellTiter-Glo luminescence, 72 h; stronger effect = lower value; viability, % at 10 µM (by protocol); 1.1% of 86,000 active; AID 648;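 active = viability at or below 30%; inactive = viability above 30%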;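 also: 100% = median luminescence of DMSO-only cell control wells on each plate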
# ERa SRC1 inh = ER-alpha (human) coactivator binding inhibition; 1.7% of 86,000 active; TR-FRET ER-alpha LBD / SRC-1 peptide, estradiol-bound; P03372; inhibition, % at 25.6 µM; in the data active = inhibition above about 50%;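 also: 0% = receptor plus peptide control and 100% = peptide only without receptor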
# An asterisk follows results filed as active; x = no result given; [ ] = dose if it differs, or a comment.
SMILES,Lung fibro prol,ERb coact inh,H69AR inhibit,ERa coact pot,Smad3 FoxH1 inh,MT1-MMP txn act,Mac1 fbg enh,HUVEC prolif 384,ERa SRC1 inh
COc1ccc(C2C(=O)N(C3CCCCC3)CC(=O)N2C2CCCCC2)cc1 (centres undefined),84,0,54,105,4,1.2,-3,102,-1
CCOc1ccc(NC(=O)Cn2nnc(-c3ccccc3F)n2)cc1,104,-2,91,128,-7,1,1,95,-4
Brc1cccc(CN2CCCCCCC2)c1,104,-23,97,106,15,1.1,-1,99,-11
COCCCNc1nc(=S)[nH]c2cc(OC)c(OC)cc12,105,6,82,130,-9,1.1,1,112,-22
CO/N=C(\Cn1ncc(N2CCCC2)c(Br)c1=O)c1ccc(Cl)cc1,103,-14,74,85,12,1.3,-3,102,-6
COc1ccc(-n2c(SCC(=O)Nc3nc(C)cs3)nnc2-c2ccoc2C)cc1,89,-5,83,104,0,2.2*,x,98,10
CCCCCCn1c(N2CCN(c3cccc(Cl)c3)CC2)nc2c1c(=O)[nH]c(=O)n2C,90,-1,55,112,5,1.2,-6,75,-1
CCOc1ccc(CCNC(=O)CN2CCN(Cc3ccccc3F)C2=O)cc1OCC,100,8,91,122,-1,1,-3,101,-2
CC1CN(C)C(C)CC1NCc1ccc2c(c1)OCO2 (centres undefined),96,5,107,112,-6,1.3,1,95,-3
Cc1ccc(C(=O)ONc2ccc(N=NC(=O)c3ccccc3O)cc2)cc1,81,52*,53,131[fluorescence artefact?],14,1.5,45,52,72*
CC(=O)OCC(=O)c1ccc2ccn(C(C)=O)c2c1,97,-1,106,105,8,1.1,x,98,4
CN(C)S(=O)(=O)c1ccc(C(=O)OCc2ccc(C#N)cc2)cc1,106,7,83,126,6,1,2,95,7
CC(C)c1ncc(C(O)c2cccc3ccccc23)n1C (centres undefined),93,-11,93,99,4,1,-1,93,-2
COCc1ccc(O)c2ncccc12,3.0*,3,1.1*,90,-5,x,0,6.0*,-4
COc1cccc(C2=NOC(C(=O)NCc3ccc(F)cc3)C2)c1 (centres undefined),90,8[fluorescence artefact?],85,108,3,1.2,-3,76,-4
O=C1c2ccccc2C(=O)N1CCOCCN1C(=O)c2ccccc2C1=O,95,-14,93,139,8,1.1,-3,103,-2
O=C(NCc1cccs1)c1nc2ncccn2n1,96,1,92,83,-1,1.1,-3,49,-5
CCOC(=O)c1[nH]c(C)c(CN(CCc2ccc(OC)c(OC)c2)C(=O)CCCC(=O)O)c1C,97,-9,99,125,-2,1.1,-3,95,-8
CC1CCOC2(O1)C(=O)N(CN1CCN(c3ccccc3F)CC1)c1ccccc12 (centres undefined),93,-11,85,110[fluorescence artefact?],-6,1.1,x,82,-7
O=C(NCc1cccnc1)C1CCN(S(=O)(=O)c2cccs2)CC1,103,7,97,119[fluorescence artefact?],-13,1,-4,96,0
Fc1ccc(CSc2nnc(Cc3sc(-c4ccccc4)nc3-c3ccccc3)o2)cc1,91,-9[fluorescence artefact?],109,274*[fluorescence artefact?],-5,1.1,-2,99,-20[fluorescence artefact?]
COc1ccc(/C=C/c2ccncc2)cc1OC,101,-19,96,122,1,1.5,x,98,-27
CC1(C)Cc2cccc(OCC(=O)Nc3cccnc3)c2O1,103,-1,92,127,13,1.1,-1,94,-3
C=CCn1c(COc2cccc(C)c2)nnc1SCC(=O)NC(=O)NCc1ccco1,111,41,98,77[fluorescence artefact?],-6,1.2,3,101,61*
CN1C(=O)CC(N2CCC(c3nc4ccccc4[nH]3)CC2)C1=O (centres undefined),101,-5,98,100,-8,1.2,-4,94,6
CC1CCCCN1c1nnc(N)s1 (centres undefined),98,-4[fluorescence artefact?],97,107,-8,1.1,x,97,-3
O=C(Nc1ccccc1N1CCCCC1)c1ncoc1-c1ccc(F)cc1,79,7,94,98,8,1.1,x,113,-4
COc1ccc(-c2cc(C(=O)N3CCOCC3)c3cc(C)ccc3n2)cc1,91,4,68,108,8,1.1,0,96,-6
COC(=O)c1cc2sc(Cl)cc2n1Cc1nc(-c2ccccc2)oc1C,86,16,56,97,-1,x,-1,88,3
CN1/C(=C/C2CC(=O)N(c3cccc4ccccc34)C2=O)C(C)(C)c2ccccc21 (centres undefined),99,1[fluorescence artefact?],102,94[fluorescence artefact?],2,1.2,-3,78,6
CC(C)(C)NC(=O)CN(C(=O)CNS(=O)(=O)c1ccccc1)c1ccc2c(c1)OCCO2,99,-5,87,91,4,1.2,-8,98,-10
COc1ccc2nc(Nc3ccc4c(c3)OCO4)sc2c1,73,-6,101,111,1,1.4,-2,75,-9
O=S(=O)(c1ccc(Oc2ncnc3scc(-c4ccccc4)c23)cc1)N1CCOCC1,88,19,37*,192,12,1.1,-1,86,22
O=C(Nc1ccccc1C(=O)OCC(=O)N1CCc2ccccc2C1)c1ccco1,94,1,73,130,0,1.4,x,85,0
Cc1nc2c(-c3ccccc3)c(C)nn2c(C)c1CCC(=O)NC(C)CCc1ccco1 (centres undefined),100,0,81,101,-5,x,6,84,-6
CCC(=O)N1CCc2cc(Br)cc(S(=O)(=O)CCC(=O)NCCc3ccccc3)c21,x,-1[fluorescence artefact?],x,110[fluorescence artefact?],0,1,2,x,3[fluorescence artefact?]
CC(C)C(=O)N1c2ccccc2NC2=C(C(=O)CCC2)C1c1ccc(N(C)C)cc1 (centres undefined),96,-4,75,94,-3,1.1,3,94,-2
Cc1ccnc(Nc2nc3ccccc3o2)n1,85,1,68,131,-3,x,-1,83,-6
CCCN(C(=O)c1cccs1)c1nnc(-c2ccncc2)s1,101,15,72,97,-6,1.5,-2,111,28
Cc1ccn2cc(CCNC(=O)C3CCCCC3)nc2c1,104,-6[fluorescence artefact?],96,108[fluorescence artefact?],-6,x,5,108,6[fluorescence artefact?]

# Reprinted from the part before: 4 compounds, followed by the next part.
SMILES,Lung fibro prol,ERb coact inh,H69AR inhibit,ERa coact pot,Smad3 FoxH1 inh,MT1-MMP txn act,Mac1 fbg enh,HUVEC prolif 384,ERa SRC1 inh
CC(C)C(=O)N1c2ccccc2NC2=C(C(=O)CCC2)C1c1ccc(N(C)C)cc1 (centres undefined),96,-4,75,94,-3,1.1,3,94,-2
Cc1ccnc(Nc2nc3ccccc3o2)n1,85,1,68,131,-3,x,-1,83,-6
CCCN(C(=O)c1cccs1)c1nnc(-c2ccncc2)s1,101,15,72,97,-6,1.5,-2,111,28
Cc1ccn2cc(CCNC(=O)C3CCCCC3)nc2c1,104,-6[fluorescence artefact?],96,108[fluorescence artefact?],-6,x,5,108,6[fluorescence artefact?]
CCN(CC)C(=O)C(=O)c1cccn1-c1cccc(-n2cccc2C(=O)C(=O)N(CC)CC)c1C#N,108,19,80,83,5,1,1,101,5
COc1ccc2c(c1)Cc1sc(NC(=O)c3ccccc3)nc1-2,99,1,11*,113,9,1,-3,78,-1
CC1=CC(C)C2C(=O)N(CCCN(C)C)C(=O)C2C1 (centres undefined),99,-2,98,100,3,1,11,99,-8
COc1ccc(CC(=O)Nc2ccc(S(=O)(=O)Nc3nc(C)cc(C)n3)cc2)cc1,100,-9,107,88[fluorescence artefact?],13,0.9,-1,96,2
CCOC(=O)c1sc(NC(=O)CSc2nnc(C(C)C)n2C)nc1C,73,7,85,120[fluorescence artefact?],-4,1.2,x,92,8
O=C(c1ccc(Cl)cc1)C1CCN(C(=O)C2CC2)CC1,111,35[fluorescence artefact?],102,81[fluorescence artefact?],-22[fluorescence artefact?],1,x,104,9
Cc1ccccc1-n1c(SCc2c(C)noc2C)nnc1-c1c[nH]c2ccccc12,97,1,76,105,9[fluorescence artefact?],1.2,-3,81,-3
COc1cccc(C(=O)Nc2ccc(S(=O)(=O)Nc3onc(C)c3C)cc2)c1,97,-10[fluorescence artefact?],100,128,-1,1,4,92,-7
Oc1ccc(Br)cc1-c1nc2cnccn2c1NC1CCCCC1,84,-2,52,50[fluorescence artefact?],14,1.3,1,54,2
CN1CC(=O)N(CC(=O)NCCc2ccc(F)cc2)c2ccccc2C1=O,104,-6,93,94,7[fluorescence artefact?],1.1,-3,99,-5[fluorescence artefact?]
COc1cccc(-c2nc3n(n2)C(c2ccc4c(c2)OCO4)C(C(N)=O)=C(C)N3)c1 (centres undefined),81,1,100,127[fluorescence artefact?],6[fluorescence artefact?],1.6,x,89,-6
Cc1ccc(S(=O)(=O)NCCCCCC(=O)Nc2nccs2)cc1,96,5[fluorescence artefact?],85,126,9,1.1,1,86,-10
CCCC12CN3CC(C)(CN(C1)C3c1ccc(OC)cc1)C2=O (centres undefined),99,-23[fluorescence artefact?],86,107,3,1.1,6,101,-37
CSCCC(NC(=O)OC(C)(C)C)C(=O)NC(CC(C)C)C(N)=O (centres undefined),109,1[fluorescence artefact?],103,114,4,1.1,0,108,-8[fluorescence artefact?]
Nc1c(N)c2ccccc2oc1=O,96,-2,87,87,10,1.1,0,82,-10
COc1nonc1NC(=O)CSc1nc2ccccc2[nH]1,102,-10,94,101,6,1.1,-2,99,-63[fluorescence artefact?]
CCn1c(SCC(=O)Nc2sc3c(c2C(N)=O)CCC(C)C3)nnc1-c1ccco1 (centres undefined),108,7,87,66[fluorescence artefact?],4,1.1,x,100,4
CCN(CC)CCCNC(=O)c1cc(-c2cccc(Cl)c2)on1,98,-5,94,90,3,1.1,-2,90,-13
O=C(Nc1ccc(Cc2ccncc2)cc1)C1CC1,x,3,88,121,-3,0.9,14,109,-12
Cc1nc2ncnn2c(C)c1Cc1ccc(Cl)cc1F,94,1,93,113[fluorescence artefact?],-11,1.1,x,112,-6
Cc1ccc(N(CC(=O)Nc2ccc3c(c2)OCCO3)S(=O)(=O)c2c(C)n[nH]c2C)cc1,81,12,85,97,-12,1.3,0,93,4
CC1=CC(C)(C)N2C(=O)C3(C(C#N)=C(N)OC4=C3C(=O)CC(C)(C)C4)c3cccc1c32 (centres undefined),97,-3,67,115[fluorescence artefact?],6,1,-2,79,-8
CC1(C)CC(=O)C2=C(C1)Nc1ccccc1NC2c1ccc2c(c1)OCO2 (centres undefined),96,-10,93,132[fluorescence artefact?],6,1.1,-2,90,-5
CC(=O)NCc1cccc(CNC(C)=O)n1,97,3,103,108,4,1,x,102,-4
O=C1OCc2cc(NC(=O)C3COc4ccccc4O3)ccc21 (centres undefined),104,-1,80,116,9,1.1,x,109,-1
CCn1c(C2CC(=O)N(Cc3ccccc3)C2)nc2ccccc21 (centres undefined),92,-2,85,121,-5,1.1,-2,90,-3
CCC(Sc1ncnc2sc(C)c(C)c12)C(=O)OC (centres undefined),99,61*,85,42[fluorescence artefact?],6,x,-3,104,63*[fluorescence artefact?]
O=C(COC(=O)C(O)c1ccccc1)NC12CC3CC(CC(C3)C1)C2 (centres undefined),101,-14,94,101[fluorescence artefact?],2,1.4,4,102,-1
CCC(c1nnnn1C(C)(C)C)N(Cc1ccco1)Cc1cc2cccc(C)c2[nH]c1=O (centres undefined),109,-3,103,99,-11,1.5,0,96,-2
O=C(CSc1ncc(-c2ccccc2)n1-c1ccccc1)NCc1ccco1,98,-9[fluorescence artefact?],73,90,-1,1.1,-5,108,-2
Cc1c(NC(=O)OCc2ccccc2)c(=O)n(-c2ccccc2)n1C,94,-9,90,124,-4,x,3,92,-4
COCc1cc(C2C(C(=O)c3ccco3)=C(O)C(=O)N2CCOCCO)ccc1O (centres undefined),105,-10,105,134,2,1.1,-5,100,0

# This is a subset. The share of hits here may be higher or lower than overall.
